rat mGlu8 modulation – rat mGlu8 modulation via Gqi9 calcium signal, confirmation, counter-screen for GIRK activator project, cell-based, HEK293 rmGlu8, Gqi9 chimera; HEK293 rmGlu8/Gqi9 calcium flux, Fluo-4 fluorescence; glutamate at EC20 added after compound; calls only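 (single compound addition from 20 µM solution with 0.2% DMSO)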; 2,100 tested, 4% active;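 active = calcium fluorescence trace judged by eye to show a response, as agonist, enhancer of the glutamate response, or inhibitor; inactive = trace judged by eye to show no response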
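system = HEK-293 cells stably expressing rat mGlu8, plus transient chimeric Gqi9 | measured by = Fluo-4 calcium fluorescence, 1 Hz | timing = compound pre-exposure 4 min, post-glutamate read 2 min | measure = F/F0 fluorescence traces judged visually for each well | medium = HEPES-buffered HBSS at pH 7.4 | doses = single compound addition from 20 µM solution, 0.2% DMSO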
Calls only; i = inactive. These rows are one share of the data; the hit share may differ from the screen's.

Compound,rat mGlu8 modulation
COc1ccc(Cn2nnnc2C(c2ccc(F)cc2)N2CCN(C3CCCC3)CC2)cc1 (stereo not given),i
Nc1c(C(O)(C(F)(F)F)C(F)(F)F)ccc2ccccc12,i
COC(=O)c1cccc(NC(=S)Nc2cccc(Cl)c2Cl)c1,i
COc1ccc(N2CCN(c3nc4c(c(=O)n(C)c(=O)n4C)n3Cc3ccccc3)CC2)cc1,i
N#C/C(=C/C=C/c1ccccc1)C(=O)Nc1ccccc1,i
CCN(CC)C(=O)COc1ccc2oc(C)c(C(=O)OC)c2c1,i
CC(C)(C)NC(=O)C(=O)NNC(=O)COc1ccc(Br)cc1,i
CC(=O)C1=C(C)NC(SCC(=O)c2ccc(Cl)cc2Cl)=C(C#N)C1c1ccco1 (stereo not given),i
CC(C)Sc1oc(-c2ccco2)nc1S(=O)(=O)c1ccccc1,i
Cc1ccc(NC(=O)COn2nnc3ccc(S(=O)(=O)N(C)C)cc32)cc1F,i
CSc1nc(Sc2ccccc2)c2ccccc2n1,i
COc1ccc(CNCCC(c2ccc(F)cc2)c2ccc(OC)cc2)cc1 (stereo not given),i

Reprinted from the results shown (four entries):
Compound,rat mGlu8 modulation
COc1ccc(Cn2nnnc2C(c2ccc(F)cc2)N2CCN(C3CCCC3)CC2)cc1 (stereo not given),i
Nc1c(C(O)(C(F)(F)F)C(F)(F)F)ccc2ccccc12,i
COC(=O)c1cccc(NC(=S)Nc2cccc(Cl)c2Cl)c1,i
COc1ccc(N2CCN(c3nc4c(c(=O)n(C)c(=O)n4C)n3Cc3ccccc3)CC2)cc1,i

Going on with the list:
Compound,rat mGlu8 modulation
CCCOc1ccc(C(=O)NNC(=S)NC(=O)CC)cc1,i
Fc1ccc(NC(=S)Nc2ccccc2OC(F)F)cc1Cl,i
COc1cccc2c1OC[C@@H](CO)[C@H]2N(C)C(=O)Nc1ccccc1,i
Cc1ccc(CC(=O)N2CCN(c3cccc(C(F)(F)F)c3)CC2)cc1,i
CCc1nnc(NC(=O)CSc2nnc(C3CCCCC3)n2-c2cccc(Cl)c2)s1,i
Cc1ccc(C)c(NC(=S)NNC(=O)c2cc3c(s2)CCC(C)C3)c1 (stereo not given),i
CCCCn1nc(C(=O)N2CCc3ccccc32)c2ccccc2c1=O,i
O=C(COc1ccccc1)NC(=S)Nc1ccc2c3c(cccc13)CC2,i
CC(C)OC(=O)c1c(NS(=O)(=O)c2ccccc2)sc2c1CCCC2,i
COc1ccc(/C(C)=N/NC(=S)NCc2ccco2)cc1,i
Cc1cc(N2CCN(c3ccccc3)CC2)nc(NCc2ccccc2)n1,i

Of the compounds above, these have fluorine.
Compound,rat mGlu8 modulation
COc1ccc(Cn2nnnc2C(c2ccc(F)cc2)N2CCN(C3CCCC3)CC2)cc1 (stereo not given),i
Nc1c(C(O)(C(F)(F)F)C(F)(F)F)ccc2ccccc12,i
Cc1ccc(NC(=O)COn2nnc3ccc(S(=O)(=O)N(C)C)cc32)cc1F,i
COc1ccc(CNCCC(c2ccc(F)cc2)c2ccc(OC)cc2)cc1 (stereo not given),i
Fc1ccc(NC(=S)Nc2ccccc2OC(F)F)cc1Cl,i
Cc1ccc(CC(=O)N2CCN(c3cccc(C(F)(F)F)c3)CC2)cc1,i
